AT treatment = candidate therapy for ataxia-telangiectasia | […] A-T fibroblasts, KAP-1 phosphorylation AlphaLISA; neocarzinostatin DNA damage 30 min before lysis | Potency, µM (doses to about 57.5 µM), without a hit: at the highest dose activation, hits mostly activators | actives 0.19% (n = 320,000) | AID 485349; also: potency is read from the fitted curve at half-maximal effect; % of control where 0% means no effect; nearly all actives have a fitted effect of over 45% in size
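ATM-like activity read as KAP-1 phosphorylation via AlphaLISA donor/acceptor antibody pairs after lysis and 6 hr at 25C. Cells were ATM-null patient fibroblasts ([…], hTERT), dosed 60 min, then exposed to the DSB inducer NCS for 30 min.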
p53 reactivation = re-activators of mutant p53; H1299 p53-A138V BP100-luciferase reporter, luminescence, 24 h; Potency, µM (titrated, usually from 92.2 µM), without a hit: at the top dose activity change, positive = activation, actives largely listed as activators; actives 0.063% (n = 320,000); AID 504706; also: potency is read from the fitted curve at half-maximal effect; % of control where 0% means no effect; nearly all actives have a fitted effect of over 45% in size
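H1299 (p53-null), stable ts p53-A138V + BP100-Luc; 1000 cells/well, Opti-MEM/10% FBS; cpd 4 pt, 1:5; 24 h, 37 deg C, 5% CO2; detection reagent 10 min RT; luminescence.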
TCR activator = activators of T cell receptors. primary human leukocytes, anti-CD3, IL-2 HTRF, 48 h. Potency, µM (top dose mostly 9.22 µM), without a hit: at the top dose activation of IL-2 secretion, most hits filed as activators. 330,000 tested, under 10 active. AID 504894; also: % of control where 0% means no effect
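Primary human leukocytes incubated 48 hr with anti-CD3 beads plus compound, without co-stimulation. Secreted IL-2 measured by HTRF (europium cryptate/d2 anti-IL-2 pair, 320 nm excitation, 665 nm emission).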
B2AR arrestin = recruits beta-arrestin to the human beta2-adrenergic receptor; beta-arrestin recruitment to beta2AR, cell-based reporter; Potency, µM (highest dose often 46.1 µM), for inactives: top-dose activation, usual class: activators; actives 0.02% (n = 330,000); AID 492947;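 also: potency is read from the fitted curve at half-maximal effect; 0% = DMSO controls and full agonism = EC100 isoproterenol or metaproterenol; nearly all actives have a fitted effect of over 65% in size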
TSG101-PTAP inh = blocks PTAP/TSG101 interaction to inhibit HIV-1 budding. Q99816. Fluorescence polarization, FITC-PTAP peptide / Tsg101 binding. Potency, µM (series often up to 115 µM), for inactives: at the top dose activity change, negative = inhibition, hits mostly inhibitors. 340,000 tested, under 10 active. AID 493005; active = well fitted inhibition curve with a large enough effect in the main read-out, with a control signal flat, not every such curve was filed as active; inconclusive = small, poorly fitted or top-dose-only effect, or effect the other way, or a change in a side signal; inactive = no such curve, though single readings can be large or run the other way; also: potency is read from the fitted curve at half-maximal effect; % of control where 0% means no effect
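Tsg101 binding domain (10 uM final) was mixed with compound and a FITC-labeled PTAP peptide (50 nM final) in HEPES pH 7.5 buffer with NaCl, Tween 20, EDTA and TCEP; fluorescence polarization was read after 20 min at r.t.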
CXXC DNA block = blocks binding of human MLL CXXC domain to DNA; actives 0.037% (n = 290,000); MLL-CXXC / FITC-HOXA9 DNA fluorescence polarization; Potency, µM (doses to about 115 µM), without a hit: top-dose activity change, negative = inhibition, hits mostly inhibitors; AID 2662; active = well fitted inhibition curve with a large enough effect in the polarisation, with a control signal flat, not every such curve was filed as active; inconclusive = small, poorly fitted or top-dose-only effect, or effect the other way, or a change in a side signal; inactive = no such curve, though single readings can be large or run the other way; the % refers to the polarisation; also: potency is read from the fitted curve at half-maximal effect
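Purified MLL-CXXC (added from a 7 uM solution) was preincubated 5 min at ambient with pinned compounds in 50 mM Tris-HCl pH 7.5, 50 mM NaCl, 1 mM DTT, 0.05% BSA. Fluorescein-labeled HOX-A9 DNA (50 nM solution) followed, 30 min, then polarization read.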
Integrin act MD = integrin-mediated muscular dystrophy alleviation activation | alpha7betagal myoblasts, beta-gal FDG fluorescence, 48 h | Potency, µM (series often up to 38.3 µM), inactives show at the top dose activation, hits mostly activators | actives 0.064% (n = 350,000);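 also: potency is read from the fitted curve at half-maximal effect; 100% = response of the positive control SU9516; nearly all actives have a fitted effect of over 60% in size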
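Alpha7betagal+/- myoblasts (passage 13) were plated 16-24 hr, then exposed to compounds (1:260 dilution of DMSO stock) for 48 hours at 37C. After MPER lysis, β-galactosidase reporter activity was read as FDG fluorescence (ex 480/em 540) after 30 minutes.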
BRCA1 expr up = increases BRCA1 expression | MCF7-BRCA1-FFLuc reporter, luminescence, 48 h; response scale: scaled: vehicle 0%, 10 µM genistein 100% | Potency, µM (doses to about 46.1 µM), without a hit: at the top dose activation, usual class: activators | actives 1.1% (n = 380,000); also: potency is read from the fitted curve at half-maximal effect; nearly all actives have a fitted effect of over 80% in size; some results filed as inactive show a strong effect at the top dose
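Activators of BRCA1 expression were detected as increased firefly luciferase luminescence in engineered MCF7 cells after 48 h compound incubation. Signals were scaled to genistein 10 microM as full activation.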
TRPV1 ag = activates the human vanilloid receptor TRPV1 | AID 540275 | activation, % at 8.33 µM | TRPV1-expressing cells, Fluo-8 calcium influx, agonist mode | actives 0.19% (n = 320,000); in the data active = activation above about 80%; inconclusive = between about 30% and that limit; also: 0% is about no effect
Target sequence (Q8NER1 whole entry, looked up): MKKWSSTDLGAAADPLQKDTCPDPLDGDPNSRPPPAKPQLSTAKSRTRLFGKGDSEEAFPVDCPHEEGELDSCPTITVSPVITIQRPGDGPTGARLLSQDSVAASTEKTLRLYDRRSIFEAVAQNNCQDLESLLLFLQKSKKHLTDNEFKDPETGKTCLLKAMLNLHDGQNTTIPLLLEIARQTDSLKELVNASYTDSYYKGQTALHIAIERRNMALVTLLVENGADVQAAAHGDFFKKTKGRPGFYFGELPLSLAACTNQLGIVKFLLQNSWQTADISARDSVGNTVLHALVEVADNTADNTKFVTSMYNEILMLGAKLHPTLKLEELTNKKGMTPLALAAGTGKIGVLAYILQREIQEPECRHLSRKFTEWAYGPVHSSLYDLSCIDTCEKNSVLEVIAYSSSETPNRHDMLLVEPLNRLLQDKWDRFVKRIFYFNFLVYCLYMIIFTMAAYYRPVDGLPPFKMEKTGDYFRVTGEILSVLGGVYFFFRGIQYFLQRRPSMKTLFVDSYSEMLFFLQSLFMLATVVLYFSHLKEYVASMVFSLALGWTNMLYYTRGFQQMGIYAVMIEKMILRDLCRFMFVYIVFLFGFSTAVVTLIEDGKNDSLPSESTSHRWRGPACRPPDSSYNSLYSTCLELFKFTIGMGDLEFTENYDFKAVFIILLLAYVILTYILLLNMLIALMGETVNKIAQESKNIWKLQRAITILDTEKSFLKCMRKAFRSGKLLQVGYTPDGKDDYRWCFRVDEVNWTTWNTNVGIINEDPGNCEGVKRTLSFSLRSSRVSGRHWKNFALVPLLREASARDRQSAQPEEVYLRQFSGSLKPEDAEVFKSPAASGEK
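Fluo-8 calcium influx in TRPV1-expressing cells, kinetic read (ex 480/em 520 nm). Compound added and read 3 min for agonist activity, followed by capsaicin at EC20 final and 2 min further read for enhancement.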
ELG1 repair inh = blocks ELG1-dependent DNA repair in HEK293T cells; HEK293T ELG1-luciferase reporter, luminescence, 16 h; DNA damage induced by 5-fluorouridine; Potency, µM (top dose mostly 46.1 µM), for the others: at the top dose activity change, negative = inhibition, most hits filed as inhibitors; actives 2.3% (n = 330,000); also: potency is read from the fitted curve at half-maximal effect; % is scaled to controls: 0 for no effect and ±100 for the full control effect; nearly all actives have a fitted effect of over 55% in size
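Reporter activity after DNA damage by 5-fluorouridine is monitored. Compound-treated cells incubate 16 hr at 37 °C, then ONE-Glo is added for 30 min before luminescence reading.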
* = called active by the depositor; ? = inconclusive; / = no result given; [ ] = another dose, or the depositor's remark. Unless noted, calls follow the shape of the dose curve; as a rule, active = well fitted curve in the direction sought with a large enough effect; inconclusive = small, poorly fitted or top-dose-only effect, or another doubt; inactive = no such curve, though single readings can be large; an effect the other way counts as inactive or inconclusive.

SMILES | AT treatment | p53 reactivation | TCR activator | B2AR arrestin | TSG101-PTAP inh | CXXC DNA block | Integrin act MD | BRCA1 expr up | TRPV1 ag | ELG1 repair inh
COc1ccc(NC(=O)CSc2c3c(nc4cc(Cl)ccc24)CCCC3)cc1OC | ? | -22% | -6%[46.1 µM] | 12% | -1% | -3% | -40% | -28% | 30 | -16%
COc1ccc(NC(=O)CSc2nncc(=O)n2N)cc1OC | 0% | 10% | 1% | -0.9% | -3% | 16% | -22% | 0% | -2 | 1%
Cc1ccccc1NCCC(=O)Nc1ccc(Cl)cc1 | 2% | 12% | 5% | 0.4% | -5% | 22% | 7% | 50% | 14 | ?
COc1ccc(CNC(=O)CCSc2nc(-c3ccc4c(c3)OCO4)cc(C(F)(F)F)n2)cc1 | 12% | 5% | 4%[46.1 µM] | -1.0% | -6% | 1% | 26% | -23% | -1 | 3.3µM*
Cc1ccc(NCC(=O)N=Nc2c(O)[nH]c3ccc([N+](=O)[O-])cc23)cc1 | 7% | -3% | 2% | -0.1% | -6% | -2% | -62%[inhibitor] | 0% | 4 | ?
COc1ccc(CCN(C)C(=O)C2CCN(Cc3cccc(OC)c3OC)CC2)cc1OC | 8% | -4% | 3% | -0.3% | -5% | 0% | -19% | -18% | 1 | 1%
O=C(Cc1n[nH]c(=O)c2ccccc12)Nc1cc(Cl)ccc1-n1cncn1 | 1% | -5% | -10% | 0.2% | 0% | / | -7% | -23% | -3 | -19%
COc1ccc(CN(C)C(=O)c2cccc(NS(=O)(=O)c3ccccc3)c2)c(OC)c1 | 9% | -12% | 2% | 0.1% | -3% | 6% | 22% | 3% | 1 | -22%
Cc1occc1-c1nnc(SCC(=O)Nc2ccccc2-c2ccccc2)n1C | 7% | 0% | 7% | 0.2% | -2% | 1% | 0% | -8% | 1 | ?
CC(NC(=O)c1cc(F)c(F)cc1Cl)C1CC2CCC1C2 (stereo not given) | 0% | 4% | 2% | -0.2% | -5% | -3% | ? | -11% | 7 | -1%
CSc1nc(C)cc(OCC(=O)N2CCOCC2)n1 | -1% | 10% | 3% | 0.1% | -1% | -3% | -14% | 11% | -4 | 2%
C/C(CC(=O)Nc1ccc(F)cc1)=N\NC(=O)c1ccccn1 | -4% | ? | / | 0.0% | -2% | -2% | -12% | 55% | 10 | ?
O=C(C1CC1)N1CCN(S(=O)(=O)c2ccc3c(c2)OCCO3)CC1 | 1% | 0% | 0% | 0.8% | 1% | 2% | 36% | -29% | 0 | ?
COc1ccc(/C=C2/C(=O)OCc3cc(OC)c(OC)cc32)c(OC)c1 | -5% | 21% | 3%[46.1 µM] | -0.2% | 0% | -2% | -37% | -37% | 1 | -1%
CC(=O)N1CCN(C(=O)COC(=O)COc2c(C)cc(C)cc2C)CC1 | -3% | 13% | -2% | -0.1% | 0% | / | -15% | -4% | 0 | 19%
O=c1[nH]c2ccc(NC(=S)NC3CCCCC3)cc2[nH]1 | 0% | 1% | 1% | 0.0% | 0% | 6% | -12% | -4% | -1 | 4%
O=C(NCC1OCCCN1S(=O)(=O)c1cc(F)ccc1F)C(=O)NC1CCCCCC1 (stereo not given) | -4% | -3% | -7% | -1.4% | -2% | 4% | ? | -5% | -1 | -7%
CC1CCN(C(c2nnnn2CCc2ccccc2)C(C)C)CC1 (stereo not given) | 0%[11.5 µM] | 4% | -4% | -1.4% | -12% | 1% | 19% | 17% | 28 | 2%
Nc1cc(=O)[nH]c(SCc2nnnn2-c2ccc(Cl)cc2)n1 | 8% | -1% | 2%[46.1 µM] | -0.1% | 1% | 6% | 24% | -12% | 2 | 7%
CCc1ccccc1OCc1nc2ccc(S(=O)(=O)N3CCOCC3)cc2[nH]1 | 0% | -7% | 1% | 0.0% | 0% | 5% | -15% | -29% | ? | ?

As entered above:
Integrin act MD, O=c1[nH]c2ccc(NC(=S)NC3CCCCC3)cc2[nH]1 → -12%
CXXC DNA block, COc1ccc(CN(C)C(=O)c2cccc(NS(=O)(=O)c3ccccc3)c2)c(OC)c1 → 6%

Additional compounds follow:
SMILES | AT treatment | p53 reactivation | TCR activator | B2AR arrestin | TSG101-PTAP inh | CXXC DNA block | Integrin act MD | BRCA1 expr up | TRPV1 ag | ELG1 repair inh
CCc1nnc(NS(=O)(=O)c2ccc(NS(=O)(=O)c3ccccc3[N+](=O)[O-])cc2)s1 | -7% | 1% | -2% | 0.0% | -6% | -9% | ? | 8% | 6 | -14%
O=[N+]([O-])c1ccc(-c2nnc(CNC3CCCC3)o2)cc1 | -5% | 10% | 6% | -0.2% | -1% | 1% | 8% | 26% | -9 | 9%
COc1ccc(Cl)c(NC(=O)NCCN2CCN(c3ccccc3)CC2)c1 | 1% | 4% | -6% | -0.2% | -6% | 5% | -5% | -23% | 0 | -9%
COc1cc(OC)cc(C(=O)Nc2cccc3cccnc23)c1 | 1% | 16% | / | 0.2% | -2% | -2% | 31% | 2% | 15 | -22%
COc1ccc(N2C(=O)N(Cc3cccc(F)c3)c3ccccc3S2(=O)=O)cc1 | 3% | -1% | / | 0.0% | / | 9% | / | / | 3 | -29%
COc1cccc(OC)c1C(=O)Nc1cc(C)nn1-c1nc2ccccc2[nH]1 | -2% | -4% | -2% | -0.5% | -8% | 15% | -423%[inhibitor] | -64% | ? | ?
CCS(=O)(=O)Nc1cc2c3c(c1)CCN3C(=O)CC2 | 4% | 17% | 1% | -0.7% | -2% | -2% | 27% | -2% | 9 | 0%
CCOC(=O)N1CCN(C(=O)c2ccc3c(=O)n(CCOC)c(=O)[nH]c3c2)CC1 | -5% | 8% | 1% | -1.0% | -2% | -2% | 3% | -1% | 0 | -9%
Cc1nn(-c2ccccc2)c(Cl)c1C(=O)Nc1c(C)n(C)n(-c2ccccc2)c1=O | 1% | 1% | / | -0.1% | -2% | -2% | 10% | 3% | 4 | -12%
CC(C)(C)c1ccc(C(=O)O)c(C(=O)c2ccccc2)c1 | 1% | -2% | 0% | -0.8% | 2% | 18% | 36% | -21% | -2 | 5%
Cc1ccccc1OCc1occc1C(=O)Nc1cccc(-n2cnnn2)c1 | -7% | 1% | 0% | -1.4% | 3% | -1% | -54%[inhibitor] | -50% | ? | ?
CCOc1ccc2nc(N3CCCC(C(=O)NCCCN4C(C)CCCC4C)C3)sc2c1 (stereo not given) | 4% | ? | 4% | 0.1% | -1% | 7% | -72%[inhibitor] | 15% | 1 | ?
CC(=O)N(CC(=O)O)c1ccccc1C(=O)O | 1% | 4% | -3% | -0.3% | 0% | 3% | 3% | -9% | -6 | 2%
Cc1ccc2c(c1)c1c3n2CCN(C(=O)CN2CCN(C)CC2)C3CCC1 (stereo not given) | -3% | -20% | -2% | -0.6% | -1% | -7% | -62%[inhibitor] | -33% | 8 | 17%
Cn1c(SCC(=O)Nc2cccc(O)c2)nnc1-c1ccc(S(=O)(=O)N2CCOCC2)cc1 | -1% | 14% | / | -1.1% | -5% | 3% | 4% | 0% | 0 | -1%
C=CCn1c(C)nnc1SCC(=O)Nc1nccs1 | -4% | / | 9% | -0.5% | -1% | 0% | -14% | -21% | -1 | -1%
CN(C)/C=C(\C=O)c1onc(-c2ccccc2Cl)c1C#N | 1% | -1% | -37% | -0.4% | -3% | 5% | -3% | -2% | -1 | 0%
CCOC(=O)C1CCCN(C(=O)COc2ccc(N(C)S(=O)(=O)c3ccc(F)cc3)cc2)C1 (stereo not given) | 1% | -2% | -3% | -0.2% | -8% | 4% | 10% | -4% | 2 | -24%
Cc1ccccc1NC(=O)COc1coc(CN2CCCc3ccccc32)cc1=O | -2% | -6% | 1% | -0.4% | -3% | / | -10% | -27% | 2 | -20%
CCN(CC)CCn1c(/N=C/c2cc(Br)ccc2O)nc2ccccc21 | 1% | 4% | 8%[46.1 µM] | 3.2% | -2% | 3% | 19% | 7% | 1 | 0%
O=C(CC(NC(=O)C(F)(F)F)c1ccccc1)Nc1nnc(CCc2ccccc2)s1 (stereo not given) | -6% | -17% | -1%[46.1 µM] | 0.2% | 2% | 4% | ? | -41% | -3 | 2%
COc1ccc2c3n([n+]([O-])c2c1)CCN=C3c1cc(Cl)c(N)c(Cl)c1 | 2% | 0% | 4% | 6.3% | 0% | / | 0% | -45% | 0 | -1%
N#CCSc1nc2ccccc2c(=O)n1CCC(=O)NC1CCCCC1 | 0% | -2% | 0% | -0.1% | -4% | -4% | 18%[7.66 µM] | -54% | 17 | -6%
O=C(NCCCCc1ccccc1)c1cccc([N+](=O)[O-])c1 | 2% | -1% | 4% | -0.2% | -2% | 4% | 30% | 2% | ? | -26%
COc1ccc2nc(-c3cccc(N)c3)[nH]c2c1 | / | ? | 5%[46.1 µM] | 7.0% | -4% | 3% | 17% | 36% | -1 | ?

High-throughput results: PubChem, National Center for Advancing Translational Sciences (NCATS)
